S100A4 inh HTS: inhibitors of human S100A4 binding to myosin IIA peptide | P26447 | S100A4/TAMRA-MyoIIA peptide fluorescence polarization | inhibition, % at 10.7 µM | actives 0.14% (n = 360,000) | AID 652163;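 active = mean inhibition of at least 70% across replicates, with every replicate also reaching that level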
Target sequence (P26447 whole entry, looked up): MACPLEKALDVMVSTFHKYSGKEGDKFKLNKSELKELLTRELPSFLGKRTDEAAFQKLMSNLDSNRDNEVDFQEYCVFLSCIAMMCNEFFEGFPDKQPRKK
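Test system: S100A4 monomer protein. Medium: HEPES buffer with Ca2+, pH 7.2. Reagent: fluorescent myosin IIA peptide, 5 nM. Compound dosing: single-point compound testing. Timing: 5 min between mix addition and reading. Benchmarks: DMSO neutral and TFP positive wells.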
LGR2 antag: blocks bursicon-induced cAMP signaling via Drosophila LGR2; HEK293 LGR2, CRE-luciferase, bursicon-stimulated, 4 h; inhibition, % at 9.99 µM; actives 0.35% (n = 380,000); AID 720647;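 active = drop in luminescence signal, shown as inhibition above about 50% in the replicate tests, limit read from the data, passing the limit was not always enough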;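 note: agonist challenge used bursicon conditioned medium at about half maximal strength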
Statin myotox sup: suppressors of simvastatin-induced myotoxicity in C2C12 myotubes. AID 602340. actives 0.78% (n = 330,000). ATP luminescence, 48 h; scaled: DMSO 0, geranylgeraniol control 100. rescue of ATP level, % at 7.49 µM;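 active = mean ATP rescue above about 67%, or every replicate alone reaching that limit, limit read from the data, passing the limit was not always enough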;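 note: myotubes were challenged with 10 µM simvastatin during compound exposure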
FN deposition inh: fibronectin deposition inhibition; AH1F fibroblasts, Alexa488-fibronectin deposition fluorescence, overnight; inhibition, % at 12.6 µM; actives 0.086% (n = 350,000); AID 743247;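 active = mean inhibition across replicates of 30% or more, regardless of how many single replicates reach that level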;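 note: positive control wells lacked labelled fibronectin entirely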
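test system = AH1F fibroblasts assembling fluorescent fibronectin matrix | quantity = 10000 AH1F cells per well | buffer or medium = DMEM plus 2% serum, read in PBS | doses = single dose, pinned | incubation = 1 h cell attachment, overnight exposure to compound and label | detection = fluorescence at 485 nm excitation, 525 nm emission | read-out basis = inhibition from reduced deposited-fibronectin fluorescence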
Casp6 inh: blocks human caspase-6 cleavage activity; purified caspase-6, Z-VEID-R110 cleavage fluorescence; inhibition, % at 12.5 µM; actives 0.53% (n = 350,000);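 active = mean inhibition across replicates at least about 35%, with every replicate also reaching that limit, limit read from the data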;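 note: 0% = median of neutral control wells and 100% = no fluorescence left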
Target sequence (P55212 24-179 limits assumed): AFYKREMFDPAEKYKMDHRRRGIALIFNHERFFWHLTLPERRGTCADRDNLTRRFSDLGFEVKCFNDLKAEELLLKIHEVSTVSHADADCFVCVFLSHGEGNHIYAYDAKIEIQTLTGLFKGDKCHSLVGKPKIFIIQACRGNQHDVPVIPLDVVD
Target sequence (P55212 194-293 limits assumed): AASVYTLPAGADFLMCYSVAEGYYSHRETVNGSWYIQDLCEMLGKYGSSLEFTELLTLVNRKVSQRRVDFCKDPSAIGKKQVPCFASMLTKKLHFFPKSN
esBAF inh: SWI/SNF esBAF complex inhibition | mouse ES cells, Bmi1-luciferase knock-in reporter, 24 h; 100% = twice the neutral-well signal | reporter increase, % at 12.5 µM | actives 2% (n = 350,000) | AID 602393; in the data active = activation above about 40%;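 note: 0% = median of the plate's neutral control wells and 100% = double that signal; a rise in the Bmi1 reporter signal indicates esBAF inhibition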
SIRT5 block: sirtuin-5 (human) deacylase inhibition | Q9NXA8 | Purified SirT5, succinyl-peptide AMC, trypsin-coupled fluorescence | inhibition, % at 15 µM | actives 1.1% (n = 330,000) | AID 652115; in the data active = inhibition above about 15%
Target sequence (Q9NXA8 whole entry, looked up): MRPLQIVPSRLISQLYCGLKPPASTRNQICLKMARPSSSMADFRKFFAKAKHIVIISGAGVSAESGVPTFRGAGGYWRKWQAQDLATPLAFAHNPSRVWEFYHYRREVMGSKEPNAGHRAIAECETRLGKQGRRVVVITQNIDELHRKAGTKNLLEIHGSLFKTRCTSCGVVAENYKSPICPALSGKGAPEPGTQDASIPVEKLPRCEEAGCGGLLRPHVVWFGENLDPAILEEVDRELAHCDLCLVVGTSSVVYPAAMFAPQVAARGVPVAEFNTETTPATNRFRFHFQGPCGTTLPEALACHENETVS
Numbers without * were called inactive; · = no result given. A portion of the library; count on the stated rates, not on these rows.

SMILES | S100A4 inh HTS | LGR2 antag | Statin myotox sup | FN deposition inh | Casp6 inh | esBAF inh | SIRT5 block
CC(C)C#Cc1ccc2c(c1)O[C@H](CN(C)C(=O)C1CC1)[C@@H](C)CN([C@@H](C)CO)S2(=O)=O | -2 | -6 | 11 | · | 6 | 6 | 2
Cc1ccc(-c2nc(CN3CCCC(C(=O)N4CCOCC4)C3)c(C)o2)cc1 (stereo not drawn) | -8 | 3 | -3 | · | 3 | 15 | -2
N#Cc1ccc(Nc2nc(-c3ccccc3)c(C(=O)c3ccccc3)s2)cc1 | -2 | -18 | -26 | 9 | -2 | 8 | -4
CCOC(=O)Cn1c(=O)c2c(nc3n2CC(C)CN3Cc2ccccc2)n(C)c1=O (stereo not drawn) | -5 | 25 | 14 | 0 | -1 | -2 | -1
COCCNC(=O)c1cccc(OC2CCN(Cc3cccc(C(C)=O)c3)CC2)c1 | -2 | 16 | 11 | -2 | -5 | 4 | -1
C[C@@H]1CN([C@H](C)CO)C(=O)Cc2cc(NC(=O)Cc3cn(C)c4ccccc34)ccc2O[C@@H]1CN(C)Cc1ccc(C(=O)Nc2ccccc2N)cc1 | -4 | -4 | -9 | · | -2 | -1 | ·
Cc1cc(C(=O)Nc2cccc3c2O[C@H](CN(C)C(=O)Nc2ccccc2)[C@@H](C)CN([C@@H](C)CO)C3=O)n(C)n1 | 8 | -36 | -5 | · | 2 | -1 | 0
CN1C(=O)c2cc(NC(=O)Nc3ccccc3F)ccc2OC[C@@H]2O[C@@H](CC(=O)NCCc3ccncc3)CC[C@@H]21 | -16 | -22 | -10 | -1 | 0 | 1 | -3
CC(CN1CCN(CC(C)C(=O)c2ccccc2)CC1)C(=O)c1ccccc1 (stereo not drawn) | 2 | 3 | -6 | · | -18 | -10 | ·
O=C(Nc1ccc2c(c1)[C@H]1C[C@H](CC(=O)N3CCOCC3)O[C@@H](CO)[C@H]1O2)NC1CCCC1 | 4 | -10 | 1 | -2 | -1 | -7 | 4
CC(NC(=O)CSc1ccccc1)c1ccccc1 (stereo not drawn) | 10 | 3 | 4 | 1 | 1 | 6 | 2
CCOCCCNCc1ccc(OCc2ccc(F)cc2)c(OC)c1 | -2 | 10 | -7 | -10 | 0 | -11 | -3
CC(=O)c1ccc(NC(=O)C(C)Sc2nnc(C3CC3)n2C2CC2)cc1 (stereo not drawn) | -20 | 0 | 6 | -3 | 4 | -6 | -6
O=C(NNC(=O)c1cc(Br)c(Br)s1)c1ccncc1 | 1 | 11 | -2 | 11 | -1 | -1 | 2
CCC(=O)N1C[C@H](C)[C@@H](OC)CN(C)C(=O)c2ccc(NC(=O)c3cc(C)on3)cc2OC[C@@H]1C | · | -1 | -5 | 2 | · | -6 | ·
O=C(C[C@H]1C=C[C@@H](NC(=O)Nc2cccc(F)c2)[C@H](CO)O1)NCC1CC1 | -5 | 2 | 1 | 3 | 0 | -1 | -5
Cc1[nH]c(=O)c(C#N)c(C)c1[N+](=O)[O-] | -2 | 2 | 13 | -2 | -2 | -3 | -7
O=C(C[C@H]1C=C[C@H](NC(=O)C2CCOCC2)[C@@H](CO)O1)Nc1ccc(-c2ccccc2)cc1 | 4 | 7 | -10 | -6 | -4 | 8 | -3
O=C(CC1SCCNC1=O)NCc1ccccc1 (stereo not drawn) | 1 | 4 | 1 | · | 1 | -2 | ·
NC(=Nc1ccc(N)cc1)C(N)=Nc1ccc(N)cc1 | 1 | -1 | · | -1 | -1 | · | 1
CCCCN(Cc1ccccc1)C(=O)CCN1C(=O)C2C3C=CC(C3)C2C1=O (stereo not drawn) | -2 | 8 | · | -1 | · | · | -4
C[C@@H]1CN([C@H](C)CO)S(=O)(=O)c2ccc(C#CCN(C)C)cc2O[C@H]1CN(C)C(=O)c1ccccc1F | 12 | 18 | -12 | -12 | 0 | -1 | -3
CCSc1ccccc1C(=O)Nc1cc(OC)c(OC)c(OC)c1 | -3 | 17 | · | -6 | 4 | · | -2
O=C(C1CCCC1)N1CC2(C1)[C@@H](c1ccccc1)[C@@H](CO)N2C(=O)NC1CCCC1 | 25 | -17 | · | -4 | 1 | · | -1
CNc1nc2cc([N+](=O)[O-])c([N+](=O)[O-])cc2nc1NC | 7 | 11 | · | -1 | 2 | · | 1

4 compounds already listed, ordered by molar mass, low to high:
SMILES | S100A4 inh HTS | LGR2 antag | Statin myotox sup | FN deposition inh | Casp6 inh | esBAF inh | SIRT5 block
CC(NC(=O)CSc1ccccc1)c1ccccc1 (stereo not drawn) | 10 | 3 | 4 | 1 | 1 | 6 | 2
CCSc1ccccc1C(=O)Nc1cc(OC)c(OC)c(OC)c1 | -3 | 17 | · | -6 | 4 | · | -2
CCCCN(Cc1ccccc1)C(=O)CCN1C(=O)C2C3C=CC(C3)C2C1=O (stereo not drawn) | -2 | 8 | · | -1 | · | · | -4
Cc1ccc(-c2nc(CN3CCCC(C(=O)N4CCOCC4)C3)c(C)o2)cc1 (stereo not drawn) | -8 | 3 | -3 | · | 3 | 15 | -2

Continuation:
SMILES | S100A4 inh HTS | LGR2 antag | Statin myotox sup | FN deposition inh | Casp6 inh | esBAF inh | SIRT5 block
O=C(CNC(=O)c1ccc(Cl)cc1)NC1CCCCC1 | -1 | 0 | 2 | · | 4 | 6 | -2
COc1cc2nc(COc3ccc(C#N)cc3)n(CC#N)c(=O)c2cc1OC | 1 | 0 | 5 | · | -2 | 2 | -1
O=C(C[C@@H]1CC[C@@H]2[C@H](COC[C@H](O)CN2S(=O)(=O)c2ccc(F)cc2)O1)N1CCc2ccccc2C1 | 5 | -8 | 17 | -6 | 6 | 5 | -4
CN(CC(=O)Nc1ccccc1Cl)C(=O)c1cccc(S(=O)(=O)N2CCN(Cc3ccccc3)CC2)c1 | -3 | 15 | -18 | 2 | 2 | · | 0
C(#CC1CCCC1)c1ccc2c(c1)COc1c3ccccc3nn1-2 | 1 | -60 | 4 | -1 | 0 | 60* | ·
Nc1nc(-c2ccc(Cl)cc2)nnc1-c1ccc(Br)cc1 | -5 | · | 6 | 3 | -2 | 52* | -4
Cc1ccc2cc(/C=C(\C#N)C(N)=O)c(N3CCCCC3)nc2c1 | 1 | 11 | · | -4 | -2 | · | -5
Cc1cccc(C(=O)N[C@H](C(=O)Nc2cccc(S(=O)(=O)N3CCCC3)c2)C(C)C)c1 | 1 | 7 | · | 11 | 1 | · | -2
CCOC(=O)N1CCC(NC(=O)CS(=O)(=O)Cc2nc(-c3ccc(OC)cc3)oc2C)CC1 | -1 | 4 | -3 | -11 | 2 | 1 | 4
CCNC(=O)C1CCCN(C(=O)c2ccc(OC)cc2OC)CC1 (stereo not drawn) | -5 | 6 | -1 | 9 | -1 | -10 | ·
N#C[C@H]1[C@@H](c2ccccc2)[C@@H](CO)N1S(=O)(=O)c1ccc(F)cc1 | 18 | -7 | -54 | -13 | 3 | 4 | 2
COc1ccc(CCCc2nnc(SCC(=O)Nc3nccs3)n2C)cc1C | · | · | 17 | -2 | · | -3 | ·
Cn1ccnc1C1CCCCN1C(=O)c1cc(COc2ccc(F)cc2Cl)on1 (stereo not drawn) | 2 | -15 | · | 8 | 2 | · | 1
CCNc1c(NS(=O)(=O)c2ccc(F)c(Cl)c2)c(=O)oc2ccccc12 | 3 | -4 | 15 | 6 | -8 | -1 | 3
CCOc1ccccc1N1CCN(C(=O)c2cc(-c3cc(OC)ccc3OC)nc3ccccc23)CC1 | -6 | 25 | · | · | 1 | · | 3
N#C[C@H]1[C@@H](c2ccccc2)[C@H](CO)N1C(=O)CCN1CCCCC1 | 4 | 13 | 4 | -6 | -2 | -1 | -1
O=C(C1CCC1)N1CCCCN2[C@H](CO)[C@H](c3ccc(C#CC4CCCC4)cc3)[C@H]2C1 | -6 | · | · | · | 0 | · | 3
Cc1ccc(NC(=S)c2ccc3ccccc3n2)c(C)c1 | -18 | -92 | -22 | -17 | -1 | 53* | 0
COc1cc(OC)cc(C(=O)NCc2ccc(-n3cccc3)cc2)c1 | -4 | 6 | · | · | 1 | · | -3
CC(=O)N1c2ccccc2[C@H](C)[C@H]1C | 2 | -3 | 7 | -2 | -3 | -3 | ·
COc1ccc(C)cc1NC(=O)CN1CCN(S(=O)(=O)c2ccc3ccccc3c2)CC1 | -1 | 0 | 19 | -11 | -1 | 8 | -4
O=C(O)c1cccc(NC(=S)NC(=O)c2ccc3ccccc3c2)c1 | -1 | -38 | · | 3 | 4 | · | 14
COCc1cc(CN2CCCC(C(=O)Nc3ccc(-c4ccco4)cc3)C2)ccc1OC (stereo not drawn) | -2 | 0 | 10 | 1 | -1 | -2 | 1
O=C(COc1ccc(S(=O)(=O)N2CCOCC2)cc1)Nc1ccccc1F | 0 | 7 | · | 4 | -3 | · | -2
Nc1nc(CSc2ncn(-c3ccccc3)n2)cs1 | -1 | -61 | -2 | · | 0 | -36 | 2

Fetched one by one from the entries so far, 2 records:
SMILES | S100A4 inh HTS | LGR2 antag | Statin myotox sup | FN deposition inh | Casp6 inh | esBAF inh | SIRT5 block
Nc1nc(CSc2ncn(-c3ccccc3)n2)cs1 | -1 | -61 | -2 | · | 0 | -36 | 2
COc1cc(OC)cc(C(=O)NCc2ccc(-n3cccc3)cc2)c1 | -4 | 6 | · | · | 1 | · | -3

Other results:
SMILES | S100A4 inh HTS | LGR2 antag | Statin myotox sup | FN deposition inh | Casp6 inh | esBAF inh | SIRT5 block
C[C@@H]1CN([C@@H](C)CO)C(=O)c2cc(NC(=O)Cc3ccccc3)ccc2O[C@@H](C)CCCCO[C@H]1CN(C)C(=O)Nc1ccccc1 | 2 | 9 | · | -3 | 2 | · | 4
Cc1nc(-c2ccc(S(=O)(=O)Nc3ccc(S(N)(=O)=O)cc3)cc2)co1 | 5 | 19 | 4 | -10 | 7 | -4 | -9
O=C(O)CCNC(=O)OCC1c2ccccc2-c2ccccc21 | 2 | 12 | 3 | 4 | -2 | -8 | -5
CCOC(=O)Nc1ccc2c(c1)Sc1ccccc1N2C(=O)CCN1CCOCC1 | · | -19 | 13 | · | · | 2 | ·
Cc1cc(N)ccc1S(C)(=O)=O | · | · | -15 | -2 | · | -4 | ·
N#Cc1cnc2nc(SCc3ccccc3)nn2c1 | 5 | -15 | -2 | -5 | 1 | 9 | -5
COc1ccc(NC(=O)Nc2cccc3c2O[C@@H](CN(C)C(=O)NC(C)C)[C@@H](C)CN([C@H](C)CO)C3=O)cc1 | · | 14 | -70 | -12 | · | 30 | ·
C[C@H]1CC[C@]2(O[C@@H](CCO)C[C@H](O)[C@H]2O)O1 | 1 | -2 | 0 | -20 | 0 | 6 | -2
CCCCN(C)CCCNC(=O)Cn1c(=O)sc2ccccc21 | · | · | 10 | 1 | · | -1 | ·
COc1ccc(C[C@@H]2CCn3cc(nn3)COC[C@H](CC(C)C)NC2=O)cc1 | 2 | 4 | · | -1 | -1 | · | -2
COc1ccc(NC(=O)N(C)C[C@H]2Oc3c(NS(=O)(=O)c4ccc(Cl)cc4)cccc3C(=O)N([C@@H](C)CO)C[C@H]2C)cc1 | 2 | 3 | 50 | -7 | 1 | -2 | 5
Nc1nc(-c2cccc(F)c2)cs1 | -5 | -51 | -1 | 8 | 0 | 57* | -4
O=S(=O)(NCCc1ccccc1)c1ccc(Br)cc1 | -2 | -13 | -3 | -1 | 1 | 5 | -2
CC(=O)N1CCC(C(=O)Nc2ccc3c(c2)CCC3)CC1 | -10 | 13 | · | · | 2 | · | 4
c1ccc2c3n(nc2c1)CCCCO3 | 2 | 1 | 1 | -17 | -4 | 9 | 1
CS(=O)(=O)N1[C@@H]2c3ccc(C4=CCCCC4)c(=O)n3C[C@H]1[C@H](CO)[C@H]2C(=O)N1CCCCC1 | 10 | 5 | -4 | · | 2 | -5 | -15
Cc1noc(C)c1NC(=O)Nc1ccc2c(c1)CC(=O)N([C@H](C)CO)C[C@H](C)[C@H](CN(C)C(=O)Nc1ccc(F)cc1)O2 | 2 | 6 | -17 | · | -2 | -1 | -3
COc1ccc(C(=O)Nc2ccc3c(c2)OC[C@H](C)N(C(C)=O)C[C@@H](C)[C@@H](OC)CN(C)C3=O)cc1 | -16 | -1 | -5 | -7 | 1 | -3 | -1

Bioassay records (PubChem)
